# PAFAH1B2 FP inh = blocks human PAF acetylhydrolase 1b catalytic subunit 2; inhibition, % at 3.39 µM; 1.2% of 340,000 active; recombinant PAFAH1B2, FP-rhodamine activity probe, fluorescence polarization; AID 492953;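 active means inhibition above the mean of all tested compounds plus 3 SD, cut at about 24% in these data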;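 further: 0% = enzyme with DMSO and 100% = wells lacking PAFAH1B2; many of its hits are not listed in these tables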
# Target sequence (P68402 whole entry, looked up): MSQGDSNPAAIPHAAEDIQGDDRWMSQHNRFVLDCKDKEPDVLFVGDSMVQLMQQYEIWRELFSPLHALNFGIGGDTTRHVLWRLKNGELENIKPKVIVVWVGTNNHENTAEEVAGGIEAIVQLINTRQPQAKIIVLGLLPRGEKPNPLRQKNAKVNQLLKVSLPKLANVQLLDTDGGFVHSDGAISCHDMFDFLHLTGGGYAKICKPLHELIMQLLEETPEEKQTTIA
# LYPLA2 counter = counter-screen for PME1 inhibitors: inhibitors of human LYPLA2. O95372. recombinant LYPLA2, FP-Rh probe fluorescence polarization. inhibition, % at 5.9 µM. 0.38% of 320,000 active;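 active means inhibition above the screen-wide mean plus 3 SD, limit set per campaign, cut at about 26% in these data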;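 further: 0% = LYPLA2 with DMSO and 100% = wells lacking LYPLA2 enzyme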
# ZTA DNA inh = ZTA (EBV) inhibition in EBNA-1 counter-screen; P03206; ZTA-DNA binding, fluorescence polarization; inhibition, % at 11 µM; 0.15% of 320,000 active; in the data active means inhibition above about 33%
# Target sequence (P03206 whole entry, looked up): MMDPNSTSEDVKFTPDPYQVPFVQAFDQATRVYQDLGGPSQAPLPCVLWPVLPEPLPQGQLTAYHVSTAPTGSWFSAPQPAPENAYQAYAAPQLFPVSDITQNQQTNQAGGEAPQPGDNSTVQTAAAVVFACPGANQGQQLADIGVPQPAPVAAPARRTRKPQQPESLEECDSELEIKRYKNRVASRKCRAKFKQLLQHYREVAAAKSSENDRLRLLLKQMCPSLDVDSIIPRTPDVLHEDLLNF
# EBNA-1 inh = blocks EBNA-1 binding to DNA; EBNA-1 DNA binding, fluorescence polarization; AID 1950; 0.34% of 300,000 active; inhibition, % at 14.8 µM; in the data active means inhibition above about 28%
# pPAFAH inh = inhibitors of human plasma PAF acetylhydrolase (pPAFAH); Q13093; recombinant pPAFAH, FP-rhodamine probe fluorescence polarization; inhibition, % at 3.39 µM; 1.5% of 330,000 active;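 active means inhibition above the mean inhibition across the screen plus 3 SD, cut at about 25% in these data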;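 further: inhibitors block binding of the rhodamine activity-based probe so polarization drops; 0% = enzyme with DMSO and 100% = wells lacking pPAFAH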
# PREPL inh = inhibitors of human prolyl oligopeptidase-like enzyme PREPL; recombinant PREPL, fluorescence polarization activity-based probe; inhibition, % at 5.96 µM; Q4J6C6; 0.68% of 320,000 active; in the data active means inhibition above about 43%;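 further: 0% = enzyme with DMSO and 100% = wells lacking enzyme; many of its hits are not listed in these tables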
# PAFAH2 FP inh = PAFAH2 (human) inhibition | recombinant PAFAH2, FP-rhodamine activity probe, fluorescence polarization | inhibition, % at 3.39 µM | Q99487 | 0.99% of 340,000 active;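 active means inhibition above the mean over all tested compounds plus 3 SD, cut at about 30% in these data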;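 further: inhibitors block probe labeling of enzyme so polarization drops; 0% = enzyme with DMSO and 100% = wells lacking PAFAH2 protein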
# LYPLA1 counter = blocks human lysophospholipase 1, a PME1 counter-screen; O75608; recombinant LYPLA1, FP-Rh probe fluorescence polarization; inhibition, % at 5.9 µM; 0.16% of 320,000 active; AID 2174;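 active means inhibition above the mean of all tested compounds plus 3 SD, set per campaign, cut at about 14% in these data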;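 further: inhibitors block serine hydrolase probe labeling of LYPLA1 so polarization falls; 0% = enzyme with DMSO and 100% = wells lacking LYPLA1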
# Target sequence (O75608 whole entry, looked up): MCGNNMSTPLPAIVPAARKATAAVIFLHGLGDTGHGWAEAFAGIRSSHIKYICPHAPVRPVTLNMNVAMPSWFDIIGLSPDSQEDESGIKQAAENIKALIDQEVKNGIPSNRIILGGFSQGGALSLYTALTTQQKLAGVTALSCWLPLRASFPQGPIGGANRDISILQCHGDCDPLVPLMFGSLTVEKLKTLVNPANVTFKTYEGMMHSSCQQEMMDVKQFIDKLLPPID
# PAFAH1B3 FP inh = inhibitors of human PAFAH1B3; inhibition, % at 3.39 µM; AID 492972; 0.28% of 340,000 active; Q15102; recombinant PAFAH1B3, FP-rhodamine probe, fluorescence polarization;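 active means inhibition above the screen-wide average of all tested compounds plus 3 SD, cut at about 25% in these data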;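 further: 0% = enzyme with DMSO only and 100% = wells lacking PAFAH1B3 protein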
# Target sequence (Q15102 whole entry, looked up): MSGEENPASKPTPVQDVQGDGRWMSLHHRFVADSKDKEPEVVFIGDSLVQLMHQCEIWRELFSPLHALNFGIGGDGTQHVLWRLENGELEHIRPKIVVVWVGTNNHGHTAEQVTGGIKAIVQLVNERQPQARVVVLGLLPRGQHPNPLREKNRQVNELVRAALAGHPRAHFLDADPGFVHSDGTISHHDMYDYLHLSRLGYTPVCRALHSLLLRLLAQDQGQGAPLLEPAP
# The depositor's hits bear a star; . = no result given; & = joins results of further samples. A portion of the library; count on the stated rates, not on these rows.
# Below each compound: PAFAH1B2 FP inh, LYPLA2 counter, ZTA DNA inh, EBNA-1 inh, pPAFAH inh, PREPL inh, PAFAH2 FP inh, LYPLA1 counter, PAFAH1B3 FP inh
CC(/C=C/C(=O)c1ccc(C)cc1)=C\c1ccccc1
    -1, -3, -7, -7, 3, -4, 2, -1, 4
CCOC(=O)CN=C/C(C(C)=O)=C(/C)O
    1, 0, -6, 0, 5, 2, 6, 2, 0
CCOC(=O)Cc1csc(NC(=O)c2c(-c3c(F)cccc3Cl)noc2C)n1
    4, -1, 2, -19, -1, 11, -1, 2, 1
CC(=O)Oc1ccc(C(=O)c2ccccc2)c(OC(C)=O)c1
    0, -3, -19, -7, -5, 15, 7, -2, -2
O=C(N/N=C/C=C\c1ccccc1[N+](=O)[O-])c1ccccn1
    4, 4, -2, 3, 1, 8, 15, 3, 15
CCCCCC(C)NC(=O)c1cc(S(=O)(=O)N2CCCCC2)ccc1N1CCOCC1 (configuration not stated)
    -3, 8, 7, ., 1, 1, 1, -2, 8
CCC(C)NC(=O)C1CCCN(c2nc(C)cc(OC)n2)C1 (configuration not stated)
    -6, -4, 6, 9, 2, -3, 1, -2, 5
COc1ccccc1NC(=O)c1cc2c(CO)cnc(C)c2oc1=Nc1ccccc1
    0, -3, 5, 6, -1, 12, -3, -3, 9
Cc1[nH][nH]c(=O)c1C(c1ccc(F)cc1)c1c(C)[nH][nH]c1=O
    5, 1, 8, 5, 1, -5, 7, 2, 16
CN(CC1CCOCC1)C(=O)CC1C(=O)NCCN1Cc1ccc(-c2ccccc2)cc1 (configuration not stated)
    5, 3, 4, 0, 5, 37, 3, -1, 7
COc1ccc2[nH]c(=O)c(CNc3ccc(C)cc3C)cc2c1
    5, -3, -1, 3, 3, 10, 6, 1, 0
CN1CCN(C(CNC(=O)C(=O)NC2CCCCC2)c2ccc(F)cc2)CC1 (configuration not stated)
    6, 0, 0, 9, 8, 1, -7, 2, 1
Cc1ccc(S(=O)(=O)N2C[C@@H]3CCCC[C@@H]3[C@@H](C)[C@H]2CC(=O)c2ccccc2)cc1
    2, ., ., ., 9, ., -1, ., 1
CCN(CC(=O)Nc1ccccc1-c1ccccc1)Cc1nc2ccccc2c(=O)[nH]1
    2, -3, 13, 6, 2, -8, 8, -1, 4
CCOC(=O)C1=C(C)NC(C)=C(C(=O)OCC)C1
    6&1, -2&8, 10&-10, -4&1, 4&4, 2&12, 0&3, -4&0, 3&3

# The list goes on.
# Below each compound: PAFAH1B2 FP inh, LYPLA2 counter, ZTA DNA inh, EBNA-1 inh, pPAFAH inh, PREPL inh, PAFAH2 FP inh, LYPLA1 counter, PAFAH1B3 FP inh
CC(C)CN(Cc1c(O)ccc2c3c(c(=O)oc12)CCC3)CC(C)C
    0, 3, -10, 11, 3, 13, 4, -3, 3
COc1ccc(/C=N/NC(=O)c2ccc(Br)o2)cc1Cn1cc([N+](=O)[O-])cn1
    -3, -6, -9, -8, 2, -25, -2, -6, 2
CCOc1ccccc1N1CC(C(=O)Nc2cc(Cl)ccc2C)CC1=O (configuration not stated)
    6, 0, -5, -11, 3, 4, 10, 1, 13
Cc1c(Cl)cccc1NC(=S)NCCc1ccc(Cl)cc1
    13, -10, -11, -8, 2, -19, 6, -2, 4
CCC(=O)c1ccc(OCC(O)CN2CCN(C(c3ccccc3)c3ccccc3)CC2)cc1 (configuration not stated)
    2, -1, 2, -9, 8, 13, 0, -1, -4
Cc1ccc2[nH]c3c(=O)n(Cc4ccco4)cnc3c2c1
    -2, 3, 15, 51*, 9, -5, 8, 2, 2
O=C(Cc1ccc2c(c1)OCCO2)N1CCN(S(=O)(=O)c2cccs2)CC1
    -2, 1, -2, -5, -1, -6, -1, 0, 3
COC(=O)/C(C#N)=C/N(C)C
    2, 5, -1, -1, -5, 9, 0, 0, -3
O=C(NCCCN1CCC(Cc2ccccc2)CC1)C1CCC(=O)N1C1CCCC1 (configuration not stated)
    4, -5, 14, 7, 3, 33, -2, -5, 4
Cn1nnnc1NCc1ccc(Cl)cc1
    4, -1, -14, -2, 3, -12, 4, -1, 4
COc1ccccc1OCCSc1nc2ccccc2c(=O)[nH]1
    2, -6, -2, 4, -3, -15, -4, -5, 10
CO/N=C(/CS(=O)Cc1ccc(Cl)cc1)c1ccc(Cl)cc1 (configuration not stated)
    12, 8, -17, -2, 27*, -15, -3, 4, -4
CN(C)c1ccnc(N(Cc2ccccc2)Cc2ccccc2)c1C#N
    0, -8, 5, -8, 5, -10, -2, -2, 0
CC(=O)/C(=C\Nc1ccc(OCc2ccccc2)cc1)c1ccccc1
    -2, 4, -17, -4, 10, 11, -3, 6, -2
CCc1ccccc1NC(=O)CCN1C(=O)C2C3CCC(C3)C2C1=O (configuration not stated)
    4, 5, 2, -4, 3, 1, -3, 4, 2

# Further structures:
# Below each compound: PAFAH1B2 FP inh, LYPLA2 counter, ZTA DNA inh, EBNA-1 inh, pPAFAH inh, PREPL inh, PAFAH2 FP inh, LYPLA1 counter, PAFAH1B3 FP inh
O=C(CN1C(=O)C2CC=C(Cl)CC2C1=O)Nc1ccc(C(=O)O)cc1 (configuration not stated)
    3, 9, -23, -3, -2, 5, -2, 1, 15
CCOC(=O)CSc1nnc(NC(=O)c2cccc([N+](=O)[O-])c2)s1
    3, 2, -8, 4, 1, -16, 8, -3, -1
C=CCSc1nnc(-c2nnc(SCC=C)n2CC)n1CC
    3, 1, -10, -6, 0, 7, -1, -2, 2
CCc1cc2c(=O)c(-c3cnn(-c4ccccc4)c3)c(C(F)(F)F)oc2c(CN(C)C)c1O
    3, -3, -1, -3, 8, 0, 1, -3, 12
CSc1ccc(Cl)c(C(=O)OCC(=O)N2CCOCC2)c1
    -1, 5, 6, -4, 11, 4, -2, 5, 7
CCOc1ccccc1-n1nnnc1SCC(=O)OC
    1, 2, -2, -5, 1, 15, -1, -1, -1
CN(C(=O)C1CCC(=O)N(CCc2ccc(Cl)cc2)C1)C1CCOCC1 (configuration not stated)
    -1, 1, 24, 3, 2, 2, 5, -3, -1
O=C(c1ccoc1)N1CCC2(CC1)Oc1ccc(F)cc1C(=O)C21CC(c2cccnc2)=NO1 (configuration not stated)
    5, 7, 0, 11, 4, 8, 8, 3, 13
O=C(CNC(=O)c1cccc(Br)c1)N/N=C/c1cc(Br)cc(Br)c1O
    31*, -22, -1, -4, 13, 3, 11, -26, 7
COC(=O)c1sc(NC(=O)COc2cccc(C)c2)nc1C
    -3, -1, -4, -7, 1, -7, 5, 0, 2
COc1cc(OC)cc(C(=O)Nc2ccc3c(c2)COC3=O)c1
    1, 2, 2, -6, 5, -4, 0, 1, -2
C/C(=N\O)c1oc2ccc3c(C)cc(=O)oc3c2c1C
    ., 9, -10, -18, -2, -3, ., 6, .
COc1cc(S(=O)(=O)NCCN2CCOCC2)ccc1-n1cnnn1
    3, 4, -5, -10, 5, 11, -6, -3, 7
Cc1ccc2nc(NC(=O)c3ccccn3)sc2c1
    3, 1, 7, -12, -10, -2, 0, -2, 7
CNS(=O)(=O)c1cccc(C(=O)NCC(c2cccs2)N2CCOCC2)c1 (configuration not stated)
    4, -1, 6, -1, 3, -1, 4, -2, 3

# Not a retest: 13 of the compounds above.
# Below each compound: PAFAH1B2 FP inh, LYPLA2 counter, ZTA DNA inh, EBNA-1 inh, pPAFAH inh, PREPL inh, PAFAH2 FP inh, LYPLA1 counter, PAFAH1B3 FP inh
C=CCSc1nnc(-c2nnc(SCC=C)n2CC)n1CC
    3, 1, -10, -6, 0, 7, -1, -2, 2
CCc1cc2c(=O)c(-c3cnn(-c4ccccc4)c3)c(C(F)(F)F)oc2c(CN(C)C)c1O
    3, -3, -1, -3, 8, 0, 1, -3, 12
CSc1ccc(Cl)c(C(=O)OCC(=O)N2CCOCC2)c1
    -1, 5, 6, -4, 11, 4, -2, 5, 7
CCOc1ccccc1-n1nnnc1SCC(=O)OC
    1, 2, -2, -5, 1, 15, -1, -1, -1
CN(C(=O)C1CCC(=O)N(CCc2ccc(Cl)cc2)C1)C1CCOCC1 (configuration not stated)
    -1, 1, 24, 3, 2, 2, 5, -3, -1
O=C(c1ccoc1)N1CCC2(CC1)Oc1ccc(F)cc1C(=O)C21CC(c2cccnc2)=NO1 (configuration not stated)
    5, 7, 0, 11, 4, 8, 8, 3, 13
O=C(CNC(=O)c1cccc(Br)c1)N/N=C/c1cc(Br)cc(Br)c1O
    31*, -22, -1, -4, 13, 3, 11, -26, 7
COC(=O)c1sc(NC(=O)COc2cccc(C)c2)nc1C
    -3, -1, -4, -7, 1, -7, 5, 0, 2
COc1cc(OC)cc(C(=O)Nc2ccc3c(c2)COC3=O)c1
    1, 2, 2, -6, 5, -4, 0, 1, -2
C/C(=N\O)c1oc2ccc3c(C)cc(=O)oc3c2c1C
    ., 9, -10, -18, -2, -3, ., 6, .
COc1cc(S(=O)(=O)NCCN2CCOCC2)ccc1-n1cnnn1
    3, 4, -5, -10, 5, 11, -6, -3, 7
Cc1ccc2nc(NC(=O)c3ccccn3)sc2c1
    3, 1, 7, -12, -10, -2, 0, -2, 7
CNS(=O)(=O)c1cccc(C(=O)NCC(c2cccs2)N2CCOCC2)c1 (configuration not stated)
    4, -1, 6, -1, 3, -1, 4, -2, 3

# New compounds follow.
# Below each compound: PAFAH1B2 FP inh, LYPLA2 counter, ZTA DNA inh, EBNA-1 inh, pPAFAH inh, PREPL inh, PAFAH2 FP inh, LYPLA1 counter, PAFAH1B3 FP inh
CC(Sc1ccc2c(c1)OCCO2)C(=O)Nc1ncc(Cl)cc1Cl (configuration not stated)
    0, -3, 5, -2, -1, -5, -3, 0, 11
COc1cc2[nH]c(=O)n(Cc3ccc(C(=O)NCCCN4CCN(C)CC4)cc3)c(=O)c2cc1OC
    4, 13, -17, -2, -2, 14, 6, 3, 0
CCOC(=O)C1C(=O)CC(C)(O)C(C(=O)OCC)C1c1cccc(OC)c1 (configuration not stated)
    0, 1, -4, 3, 1, 13, -3, 3, -8
O=S(=O)(c1ccc(Cl)nc1)N(Cc1ccccc1)Cc1ccccc1
    5, 0, -10, -2, 3, 6, -6, -4, -3
Cc1ccc(S(=O)(=O)N2CCN(C(=O)Cc3ccccc3)CC2)cc1C
    5, 2, -15, ., 2, 16, 2, -1, 4
CCOC(=O)Cc1csc(NC(=O)c2cccc([N+](=O)[O-])c2)n1
    0, -3, -7, 5, 5, -3, -3, 9, 3
Cc1nc2cc(NC(=O)Nc3cccc4ccccc34)ccc2n1C
    -3, 1, -1, 7, 3, 13, 8, -2, 4
Cc1cc(F)ccc1NCc1ccccc1[N+](=O)[O-]
    ., 3, 10, -4, 5, -8, ., 0, .
O=C(CSc1nnc(NC(=O)c2c(F)cccc2F)s1)NC1CCCC1
    4, 5, 14, -2, 0, -3, -3, 5, 2
COc1ccc(S(=O)(=O)NCC2CCC(C(=O)O)CC2)cc1 (configuration not stated)
    6, -4, 10, 4, 5, 1, 2, 0, 6
CNC(=O)C1CN(C(=O)c2cccc(S(=O)(=O)N3c4ccccc4CC3C)c2)c2ccccc2O1 (configuration not stated)
    -3, -1, 8, ., 3, 5, 5, -1, -4
CS(=O)(=O)N(CC(=O)Nc1cccnc1)c1ccc2c(c1)OCO2
    6, 0, 7, -2, 3, 5, -2, -2, -2
COc1ccc(S(=O)(=O)N2CCOCC2)cc1NC(=O)COC(=O)CCOc1ccc(C)cc1
    1, 7, 5, -5, 17, 2, 0, 2, -2
COC(=O)c1ccccc1NC(=O)c1ccccc1OC
    6, 0, -6, -8, 0, -5, 4, -2, 3
CSCCC(NS(=O)(=O)c1ccc(C)cc1)C(=O)N1CCN(S(=O)(=O)c2ccc(F)cc2)CC1 (configuration not stated)
    12, 7, 8, -9, 3, 14, 4, 1, 5
CCc1ccc(NC(=O)CSCCO)cc1
    3, -5, 13, -1, -8, -10, -6, -5, 2

# Compound activity deposited in PubChem by The Scripps Research Institute Molecular Screening Center.
